# TAAR1 antagonist – human TAAR1 antagonism. CHO RD-HGA16 TAAR1, Fluo-8 calcium fluorescence, antagonist. AID 624466. 1.5% of 360,000 active. inhibition, % at 3 µM;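 active means inhibition above a per-plate cutoff, the mean inhibition of test compounds on that plate plus 3 SD, cut at about 49% in these data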;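 further: 0% = DMSO plus EC80 beta-PEA response and 100% = DMSO alone without agonist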
# Target sequence (Q96RJ0 whole entry, looked up): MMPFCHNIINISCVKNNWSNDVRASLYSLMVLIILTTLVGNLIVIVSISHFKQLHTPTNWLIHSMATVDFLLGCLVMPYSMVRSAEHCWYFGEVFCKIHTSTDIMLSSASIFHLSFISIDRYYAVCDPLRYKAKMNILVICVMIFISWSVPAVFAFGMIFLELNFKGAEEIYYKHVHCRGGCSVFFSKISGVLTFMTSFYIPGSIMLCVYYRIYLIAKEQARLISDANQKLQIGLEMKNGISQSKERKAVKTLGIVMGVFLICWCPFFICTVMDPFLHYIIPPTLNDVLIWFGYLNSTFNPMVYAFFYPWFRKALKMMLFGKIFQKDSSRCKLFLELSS
#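 test system = CHO RD-HGA16 cells bearing hTAAR1 | replication = singlicate | controls = DMSO-only wells and EC80 β-PEA-stimulated wells | reagent = EC80 β-phenethylamine stimulus | read-out basis = percent inhibition of PEA-evoked calcium signal, max/basal emission ratio | schedule = seeding 17-24 h prior, 75-min 37 °C, 30-min RT dye loading | signal = kinetic Fluo-8 calcium fluorescence measurement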
# CHO-K1 Ca PAM – counter-screen for M1 PAMs: effect in parental CHO-K1 cells; activation, % at 3 µM; AID 602247; 0.02% of 360,000 active; ATP EC20, Fluo-8 calcium fluorescence; 0% at ATP EC20, 100% at ATP max;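 active means activation above the run cutoff, the mean activation of all test compounds plus 3 SD, cut at about 40% in these data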;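 further: peak over basal fluorescence ratio in a 140 s read after ATP addition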
# M5 ag – CHRM5 agonism in calcium assay. 0.19% of 360,000 active. activation, % at 3 µM. CHO-K1 hM5 cells, Fluo-8 calcium fluorescence; 0% DMSO wells, 100% maximal acetylcholine response. P08912. AID 624037;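 active means activation above the run's mean over test compounds plus 3 SD, cut at about 23% in these data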;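 further: signal is peak over basal fluorescence ratio across the kinetic read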
# CHRM4 PAM – potentiates acetylcholine response at human M4 receptor; activation, % at 3 µM; P08173; CHO-K1 hM4/Gqi5, Fluo-8 calcium fluorescence, ACh EC20; 0% = ACh EC20, 100% = maximal ACh; 0.4% of 360,000 active;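 active means activation above its plate's cutoff, the mean activation of sample wells plus 3 SD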; further: some results filed as inactive read as strong as hits
# CRFR2-BP ag – CRF-BP/CRF-R2 complex agonism. 0.46% of 350,000 active. activation, % at 13.2 µM. HEK293 CRF-R2/CRF-BP, calcium dye fluorescence (FLIPR); percent of saturating CRF peptide response. AID 588473;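 active means activation of at least 50%, plus an integration ratio under a set limit after plate pattern correction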;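 further: plate controls were neutral control wells without compound for no effect and CRF at EC100 for full effect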
# TAAR1 ag – human TAAR1 agonism; CHO RD-HGA16 TAAR1, Fluo-8 calcium fluorescence; vehicle wells 0%, saturating PEA agonist 100%; Q96RJ0; 0.99% of 360,000 active; activation, % at 3 µM;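 active means activation above the mean activation of all test compounds in the run plus 3 SD, cut at about 38% in these data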
#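 test system = CHO RD-HGA16 cells carrying human TAAR1 plus Gα16 | schedule = 17-24 h seeding, 75 min 37 °C dye, 30 min RT | compound dosing = 3 µM single concentration | control set = DMSO and PEA EC100 | replicates = n 1 | signal = Fluo-8 fluorescence, 5 s baseline then 140 s kinetic read | measure = percent activation vs PEA EC100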
# CRFR2-BP antag – antagonists of CRF-binding protein/CRF-R2 receptor complex. 0.59% of 350,000 active. inhibition, % at 11.8 µM. AID 588475. HEK293 CRF-R2/CRF-BP, CRF-induced calcium fluorescence;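 active means inhibition of the ligand-induced calcium signal above about 50% at the single tested concentration, limit read from the data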
# M5 antag – blocks acetylcholine activation of human M5 receptor; P08912; CHO-hM5 cells, Fluo-8 calcium fluorescence, ACh EC80; 0.59% of 360,000 active; inhibition, % at 3 µM; AID 624040;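 active means inhibition above a per-plate cutoff, the mean of that plate's test compounds plus 3 SD, cut at about 27% in these data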;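 further: 0% = acetylcholine EC80 with DMSO and 100% = DMSO without agonist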
# M5 PAM – CHRM5 positive allosteric modulation; CHO-K1 hM5, Fluo-8 calcium, ACh EC20 PAM; 0% = ACh EC20, 100% = ACh EC100; activation, % at 3 µM; 0.3% of 360,000 active; AID 624038;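 active means activation above the run cutoff, the mean activation of all test compounds plus 3 SD, cut at about 18% in these data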
#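 System – CHO-K1 hM5 cells · Compound – 3 µM, single dose · Incubation – compound preincubation 140 s before EC20 acetylcholine addition · Technique – Fluo-8 calcium fluorescence · Measure – Max/basal fluorescence ratio as % of EC20–EC100 ACh window · Benchmarks – low control EC20 acetylcholine (0%), high control EC100 acetylcholine (100%) · Replication – singlicate, one well per test compound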
# * hit, by the source's call; . = no result given.
Compound | TAAR1 antagonist | CHO-K1 Ca PAM | M5 ag | CHRM4 PAM | CRFR2-BP ag | TAAR1 ag | CRFR2-BP antag | M5 antag | M5 PAM
COc1cccc(CNc2nc3cc(-c4cccc(OC)c4)sc3c(=O)n2C)c1 | 2.9 | 7.1 | -0.9 | 6.2 | . | 3.0 | . | 8.3 | -5.9
Cc1onc(-c2c(F)cccc2Cl)c1C(=O)NCc1cccs1 | 16.0 | 15.7 | -4.5 | -1.2 | 1.1 | 2.1 | 11.4 | 4.2 | -4.5
Cc1ccoc1C(=O)N1CCCC(CCC(=O)N2CCN(c3ccccn3)CC2)C1 (stereo unspecified) | 3.9 | 26.6 | -4.9 | 11.1 | -2.2 | -0.2 | -11.8 | -8.8 | 6.5
COc1ccc(N2C(=O)CSC2c2ccc(F)cc2)cc1 (stereo unspecified) | -5.6 | 5.0 | -8.0 | -6.6 | -4.1 | 2.6 | 1.4 | 8.2 | -7.8
CNC(=S)Nc1ccc(OCc2ccccc2)cc1 | 13.1 | 17.5 | -1.2 | -3.7 | -2.1 | 5.4 | 39.5 | -1.3 | 6.3
O=C(Nc1cnn(Cc2c(Cl)cccc2Cl)c1)c1ccc([N+](=O)[O-])cc1 | -12.0 | 14.6 | -3.8 | 2.4 | -0.3 | 21.0 | 11.0 | 14.1 | -11.4
CCOC(=O)C1CCCN(C(=O)C2CCCN(S(C)(=O)=O)C2)C1 (stereo unspecified) | -22.4 | 7.4 | 0.9 | 1.8 | 0.9 | -1.2 | -7.7 | 4.1 | 0.4
CC(C)(C)NS(=O)(=O)NC(=O)C1=C(N2CCCC2)COC1=O | 4.8 | -3.2 | 3.5 | 8.0 | -2.6 | 1.2 | -8.2 | 10.0 | 4.1

# Part of the list above, limited to M5 ag and CRFR2-BP ag.
SMILES,M5 ag,CRFR2-BP ag
CNC(=S)Nc1ccc(OCc2ccccc2)cc1,-1.2,-2.1
O=C(Nc1cnn(Cc2c(Cl)cccc2Cl)c1)c1ccc([N+](=O)[O-])cc1,-3.8,-0.3

# Not a retest: entries from further up.
Compound | TAAR1 antagonist | CHO-K1 Ca PAM | M5 ag | CHRM4 PAM | CRFR2-BP ag | TAAR1 ag | CRFR2-BP antag | M5 antag | M5 PAM
CNC(=S)Nc1ccc(OCc2ccccc2)cc1 | 13.1 | 17.5 | -1.2 | -3.7 | -2.1 | 5.4 | 39.5 | -1.3 | 6.3
O=C(Nc1cnn(Cc2c(Cl)cccc2Cl)c1)c1ccc([N+](=O)[O-])cc1 | -12.0 | 14.6 | -3.8 | 2.4 | -0.3 | 21.0 | 11.0 | 14.1 | -11.4
CCOC(=O)C1CCCN(C(=O)C2CCCN(S(C)(=O)=O)C2)C1 (stereo unspecified) | -22.4 | 7.4 | 0.9 | 1.8 | 0.9 | -1.2 | -7.7 | 4.1 | 0.4
CC(C)(C)NS(=O)(=O)NC(=O)C1=C(N2CCCC2)COC1=O | 4.8 | -3.2 | 3.5 | 8.0 | -2.6 | 1.2 | -8.2 | 10.0 | 4.1

# More structures
Compound | TAAR1 antagonist | CHO-K1 Ca PAM | M5 ag | CHRM4 PAM | CRFR2-BP ag | TAAR1 ag | CRFR2-BP antag | M5 antag | M5 PAM
COCCNCC(=O)Nc1nc(C)cs1 | 2.7 | 2.3 | -1.0 | -4.4 | 0.0 | -0.3 | 7.4 | 1.6 | -3.7
CCC(Sc1nc2ccccc2c(=O)[nH]1)C(=O)Nc1ccc(C(C)=O)cc1 (stereo unspecified) | -3.3 | 18.1 | -2.9 | -6.7 | -1.6 | 9.6 | 19.3 | 0.0 | -1.8
Cn1c(=O)c2ncn(CC(=O)Nc3ccc4c5c(cccc35)CC4)c2n(C)c1=O | -5.7 | 13.5 | -10.8 | 5.0 | 7.8 | 3.4 | -10.8 | 0.0 | 5.0
O=C(Cn1c(=O)sc2ccccc21)Nc1ccc(O)cc1 | -17.6 | 25.1 | -1.1 | 24.1* | -0.1 | 2.1 | 18.3 | -12.2 | 6.5
CCCNC(=O)C1(C)CCCN(C(=O)c2ccc(F)c(Cl)c2)C1 (stereo unspecified) | -17.3 | 13.9 | 0.0 | 5.2 | . | 1.2 | . | 2.2 | -0.2
CC(C)c1ccc(O)c(NC(=S)NC(=O)c2ccc3c(c2)OCO3)c1 | -36.1 | -5.7 | -1.5 | -3.5 | -0.7 | -0.3 | 1.8 | 22.0 | -2.5
COc1ccc(CCN(C)CCCC(C#N)(c2cc(OC)c(OC)c(OC)c2)C(C)C)cc1OC (stereo unspecified) | -14.7 | 5.5 | -1.2 | -3.3 | 0.9 | 0.9 | -3.6 | 1.3 | -0.5
CCC(COC)NCc1cn(-c2ccc(F)cc2F)nc1-c1ccccc1C (stereo unspecified) | -17.6 | 9.8 | -2.0 | 11.8 | 2.4 | 3.0 | -11.5 | 4.4 | 2.0

# (list continues)
Compound | TAAR1 antagonist | CHO-K1 Ca PAM | M5 ag | CHRM4 PAM | CRFR2-BP ag | TAAR1 ag | CRFR2-BP antag | M5 antag | M5 PAM
CCN(CC)CCC(c1ccc(N(C)C)cc1)c1c(OC)cc(OC)c2ccc(=O)oc12 (stereo unspecified) | 1.8 | 2.1 | -1.7 | 3.4 | -1.3 | 2.8 | -8.1 | 4.3 | 10.4
C[C@H](CO)N1C[C@H](C)[C@H](CN(C)C(=O)Nc2ccc(F)cc2)Oc2c(NC(=O)c3ccc(-c4nccs4)cc3)cccc2C1=O | 54.0* | -13.2 | -0.3 | 0.7 | -2.0 | 21.4 | -6.7 | 18.6 | -7.8
CN(C)S(=O)(=O)c1ccc(Cl)c(NC(=O)CN2CCNC(=O)C2)c1 | -15.9 | 17.2 | 1.1 | 0.8 | 0.6 | 1.8 | -1.7 | 1.5 | 1.0
Cc1cccc(C)c1NC(=O)CN(C)c1ccc(C(F)(F)F)cn1 | -4.1 | 16.4 | -1.0 | 14.2 | -3.6 | 3.3 | 5.5 | -5.8 | 1.9
N#C/C(=C\c1ccc(-c2ccccc2C(=O)O)o1)c1nc2ccccc2[nH]1 | -4.3 | 13.3 | -3.0 | -8.4 | 32.2 | 8.6 | -16.2 | 2.6 | 0.1
CCSc1nnc(NC(=O)c2cccc(S(=O)(=O)N(C)c3ccc(C)cc3)c2)s1 | 4.3 | 21.9 | -2.8 | 4.9 | 0.4 | 1.4 | -13.3 | 1.9 | 1.4
Cc1cc2n(n1)C(c1ccc(N(C)C)cc1)Nc1ccccc1-2 (stereo unspecified) | -9.5 | 26.7 | -5.5 | -4.7 | -1.9 | 6.4 | -6.2 | -1.7 | -3.3

# Assay outcomes: PubChem BioAssay, several laboratories
